Screens (PubChem)
PMI inhibitors: MPI enzyme activity inhibition – biochemical, fluorescence intensity, coupled assay, primary screen (AID 1209); purified PMI enzyme, coupled fluorescence intensity; higher % means a stronger effect; hit rate 0.42% among 190,000; one-dose inhibition, % at 20 µM; IC50 in µM for titrated hits;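 further: plate controls were DMSO vehicle for no effect and wells lacking substrate for full effect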
West Nile virus CPE: West Nile virus antiviral activity, cell-based, CPE readout (AID 1621); West Nile virus-infected cells, CPE inhibition; higher % means a stronger effect; CPE inhibition, % at 10 µM, or IC50 in µM where a hit was titrated; hit rate 0.02% among 290,000; in the data active means a potency from the dose series; inconclusive means CPE inhibition mostly from about 3.7% at the one dose, without a potency; inactive means the rest, 99 in 100 with CPE inhibition below about 2.2%; further: strong numbers were not always called active
Salmonella PhoP GFP: PhoP-dependent GFP reporter repression – Salmonella Typhimurium, primary screen (AID 1863). S. Typhimurium PhoP-regulated promoter GFP reporter, 4 h; higher % means a stronger effect. hit rate 0.16% among 300,000. inhibition, % at 50 µM, or IC50 in µM where a hit was titrated;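 active means inhibition over 29.93%, a cutoff 3 SD above the screen mean, later confirmed by dose response; inconclusive means inhibition over 29.93% but no dose response follow-up; inactive means inhibition at most 29.93% or unconfirmed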;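 further: 0% = low Mg2+ inducing control and 100% = high Mg2+ repressing control; strong numbers were not always called active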
Ins promoter up: MIN6 insulin promoter up-regulation | MIN6 insulin promoter-GFP reporter, high-content imaging; stronger effect = higher value | z-score at 5 µM | hit rate 0.3% among 190,000 | AID 1625;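 active means z-score above 3 at 5 µM with at least 500 cells counted in the well; inconclusive means wells under 500 cells, flagged as cytotoxic or low count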
PMI inhibition: MPI inhibition at elevated mannose 6-phosphate – biochemical, fluorescence intensity, high mannose 6-phosphate, primary screen (AID 1220). inhibition, % at 20 µM, or IC50 in µM where a hit was titrated. hit rate 0.66% among 190,000. recombinant PMI enzyme, coupled fluorescence intensity; higher % means a stronger effect
ER stress rescue: rescue of cells from ER stress-induced death, primary screen, 384-well, CSM14.1, thapsigargin, ATP luminescence (AID 1222) | CSM14.1 thapsigargin-induced death rescue, ATP luminescence; higher % means a stronger effect | one-dose cellular ATP content (survival), % at 20 µM; EC50 in µM for titrated hits | 190,000 tested, under 10 active;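 active means EC50 below 50 µM in the dose-response confirmation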;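 further: death triggered by thapsigargin at about 15 µM added after 2 h compound pretreatment; cell ATP read after overnight thapsigargin exposure of roughly 18 to 22 hours; normalized against plate controls of thapsigargin alone and 5% DMSO vehicle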
TNAP activators: stimulation of alkaline phosphatase TNAP activity – biochemical, luminescent, no phosphate acceptor, uHTS, primary screen (AID 1001); purified TNAP, luminescent activation assay, no phosphate acceptor; higher activation fold means a stronger effect; one-dose activation fold at 20 µM; EC50 in µM for titrated hits; hit rate 0.03% among 200,000; in the data active means activation fold from about 3, or a potency from the dose series; inactive means the rest, 99 in 100 with activation fold below about 1.6; further: many of its hits are not listed in these tables
Large T inhibition: SV40 large T antigen inhibitors, biochemical (AID 1903); SV40 large T antigen ATPase/helicase inhibition assay; higher % means a stronger effect; hit rate 0.39% among 310,000; inhibition, % at 20 µM, or IC50 in µM where a hit was titrated; in the data active means a potency from the dose series; inconclusive means inhibition mostly from about 32% at the one dose, without a potency; inactive means the rest, 99 in 100 with inhibition below about 32%; further: strong numbers were not always called active
RSV CPE inhibition: RSV antiviral activity via CPE protection, HEp-2 cells, primary 10 µM value included (AID 2391); HEp-2 cells, RSV-induced CPE inhibition; higher % means a stronger effect; CPE inhibition, % at 10 µM, or IC50 in µM where a hit was titrated; hit rate 0.13% among 310,000; in the data active means a potency from the dose series; inconclusive means CPE inhibition mostly from about 23% at the one dose, without a potency; inactive means the rest, 99 in 100 with CPE inhibition below about 21%; further: strong numbers were not always called active
Ins promoter up cell count: second read-out of Ins promoter up, no call of its own (marks repeat the call); cell count; measured here: cytotoxicity, nuclei count;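 total cells summed across four imaged fields per well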
An asterisk follows results filed as active; ? = inconclusive; . = not tested or not shown; & = joins results of further samples. Unless noted, no stated cut-off is given here; in the data, active means inhibition above about 50%; inactive means the rest.

SMILES	PMI inhibitors	West Nile virus CPE	Salmonella PhoP GFP	Ins promoter up	Ins promoter up cell count	PMI inhibition	ER stress rescue	TNAP activators	Large T inhibition	RSV CPE inhibition
CCOc1ccc(C(C)NC(=O)Nc2ccccc2C(=O)OC)cc1 (stereo not given)	6%	-1.2%	-8%	.	.	3%	0.5%	1.1	9%	0.5%
Nc1cc(=O)[nH]c(=O)n1Cc1ccccc1	-2%	0.3%	9%	-0.7	895	-2%	-5.1%	1.1	-1%	2.0%
CCn1ncc(C2=NOC(C(=O)Nc3c(C)nn(Cc4ccc(F)cc4)c3C)C2)c1C (stereo not given)	-2%	0.1%	-2%	-0.88	999	-2%	4.6%	1.2	1%	-0.9%
Cc1cccc(N2CCN(c3nnc(C(F)(F)F)s3)CC2)c1	.	0.5%	0%	0.73	1125	.	.	.	4%	0.8%
Cc1ccc(-c2nnc(Nc3ccc(CC(N)=O)cc3)c3ccccc23)cc1S(N)(=O)=O	.	0.0%	-6%	.	.	.	.	.	7%	3.9%
OCCNc1cc(-n2nc(-c3ccccc3)cc2-c2ccccc2)ncn1	7%	0.7%	0%	0.3	1421	11%	1.0%	1.1	8%	5.0%
CCOc1cc(C(=O)Nc2c(C)ccc3nsnc23)cc(OCC)c1OCC	-2%	-0.1%	2%	-0.19	1112	1%	6.7%	1	9%	2.4%
CC(=O)c1c(C)[nH]c(C(=O)OCC(=O)Nc2cccc(S(=O)(=O)N(C)C)c2)c1C	1%	0.6%	-5%	-1.6	1540	6%	2.2%	1.1	3%	6.2%
CC/C(Cc1ccccc1)=N\NC(=O)c1cc([N+](=O)[O-])cc([N+](=O)[O-])c1	1%	0.3%	6%	0.04	1501	10%	-1.1%	1.1	14%	2.1%
Cc1ccccc1NC(=O)COC(=O)CCc1ccccc1	-8%	-0.5%	5%	-0.16	1252	-5%	-1.4%	1.1	4%	1.9%
CCCCn1c(SCC(=O)Nc2nnc(C)s2)nnc1-c1ccoc1C	10%	0.5%	-5%	0	1491	-1%	-0.2%	1.1	4%	1.0%
CCC1CCCCN1Cc1c(O)ccc2c(=O)c(-c3ccccc3)coc12 (stereo not given)	.	-0.2%	-1%	.	.	.	.	.	1%	1.3%
COc1cc(/C=N/NC(=O)Cn2ccc(C(F)(F)F)n2)cc(OC)c1OC	2%	-0.9%	-3%	-0.19	1220	1%	-0.5%	1	16%	0.3%
CCOc1cccc2cc(-c3nnc(NCc4ccc5c(c4)OCO5)s3)c(=O)oc12	18%	2.9%	1%	0.6	1415	19%	6.8%	1	18%	1.8%
O=C(Nc1ccccc1NC(=O)c1ccc(F)cc1)c1ccc(F)cc1	.	0.0%	-1%	.	.	.	.	.	6%	0.5%

Some values from the entries so far:
Value for O=C(Nc1ccccc1NC(=O)c1ccc(F)cc1)c1ccc(F)cc1 in RSV CPE inhibition: 0.5%
Value for CCOc1cccc2cc(-c3nnc(NCc4ccc5c(c4)OCO5)s3)c(=O)oc12 in PMI inhibition: 19%
Value for CC(=O)c1c(C)[nH]c(C(=O)OCC(=O)Nc2cccc(S(=O)(=O)N(C)C)c2)c1C in PMI inhibition: 6%
Value for CCCCn1c(SCC(=O)Nc2nnc(C)s2)nnc1-c1ccoc1C in Salmonella PhoP GFP: -5%
Value for COc1cc(/C=N/NC(=O)Cn2ccc(C(F)(F)F)n2)cc(OC)c1OC in RSV CPE inhibition: 0.3%
Value for CCC1CCCCN1Cc1c(O)ccc2c(=O)c(-c3ccccc3)coc12 (stereo not given) in West Nile virus CPE: -0.2%

(next part)
SMILES	PMI inhibitors	West Nile virus CPE	Salmonella PhoP GFP	Ins promoter up	Ins promoter up cell count	PMI inhibition	ER stress rescue	TNAP activators	Large T inhibition	RSV CPE inhibition
C/C(=N/N1CCN(Cc2cccc3ccccc23)CC1)c1cccnc1	10%	-1.7%	-6%	-1.4	1567	6%	0.5%	1.1	9%	-1.5%
O=C(CCS(=O)(=O)c1ccc2c(c1)NC(=O)CS2)NCCc1ccccc1	.	-0.1%	6%	.	.	.	.	.	1%	0.6%
O=C(C[n+]1cc2ccccc2c2ccccc21)c1ccccc1	-22%	0.9%	-1%	-0.72	980	-34%	3.3%	1.1	-3%	0.2%
O=C(CCCCCN1C(=O)CCC1=O)NCc1ccccc1	10%	-0.1%	4%	.	.	4%	-2.8%	1	5%	0.9%
N#CCCn1c(SCC(=O)c2c[nH]c3ccccc23)nc2ccccc21	-5%	0.3%	15%	-1.1	1109	-4%	-0.3%	1.1	9%	0.8%
Cc1onc(-c2ccccc2Cl)c1C(=O)NCCCc1ccccc1	.	-0.9%	-2%	.	.	.	.	.	4%	1.6%
CCCOc1ccc(CNC(=O)Cn2c(=O)oc3ccccc32)cc1	17%	-0.2%	2%	-0.65	1747	15%	-2.1%	1.1	-1%	0.4%
Cc1cccc(NC(=S)N2CCC(NC(=O)C3CCCCC3)CC2)c1	.	-0.6%	1%	.	.	.	.	.	0%	0.3%
O=C(NCCn1cccn1)C1CCC(=O)N(CCc2ccccc2)C1 (stereo not given)	.	-0.2%	-1%	.	.	.	.	.	0%	1.3%
Cc1ccccc1S(=O)(=O)c1c(C)cc(C)n(CC(C)C)c1=O	-2%	-0.4%	11%	0.46	809	-2%	-0.6%	1	11%	7.5%
O=C(NCc1ccc(OC(F)(F)F)cc1)C1CC(c2ccccc2C(F)(F)F)=NO1 (stereo not given)	.	-1.2%	8%&-5%	-0.26	1019	.	.	.	6%	21%
CC(C)CC(NC(N)=O)C(=O)Nc1ccc2c(c1)OCO2 (stereo not given)	9%	0.4%	3%	1.3	1094	35%	-1.4%	1.1	21%	0.6%
c1ccc(-c2nc(CSc3nnc(-c4cccs4)o3)cs2)cc1	.	-0.1%	1%	.	.	.	.	.	3%	14%
CCN1CCN(C(=S)Nc2cc(S(=O)(=O)N(CC)CC)ccc2C)CC1	1%	-1.3%	3%	0.69	1176	0%	-1.2%	1.1	7%	7.5%
CC(C)(C)C1CCc2c(sc3ncn(N)c(=N)c23)C1 (stereo not given)	.	-0.7%	-5%	-0.2	876	.	.	.	2%	17%
COCc1cc(C)nc2sc(C(=O)NC3CCCCC3)c(N)c12	-8%	0.0%	5%	0.47	1889	-28%	-0.6%	1.1	8%	0.7%
CCCCC1CCC(/C(N)=N/O)CC1 (stereo not given)	-9%	-1.7%	19%	0.09	1133	-2%	-5.8%	1.1	8%	0.3%
O=C(Nc1ccnn1C1CCN(C(=O)Cc2ccccc2F)CC1)C1CC1	.	-0.2%	-11%	.	.	.	.	.	36%	-0.3%
Cc1cc(C)nc(Nc2nc3ccccc3s2)n1	-9%	3.0%	4%	-0.41	1126	-11%	-1.3%	1.1	-1%	4.0%
CCc1nnc(NC(=O)CSc2nnc(-c3ccccc3O)o2)s1	-4%	1.0%	.	-0.15	1448	-10%	0.0%	1.2	.	3.7%
Cc1ccc(C(=O)NC2CCN(CCCC(=O)c3ccc(F)cc3)CC2)cc1	.	-0.7%	5%	.	.	.	.	.	7%	-1.4%
CCc1cc(=O)[nH]c(-n2[nH]c(-c3ccccc3)cc2=O)n1	-16%	-0.1%	-4%	0.21	1549	-4%	-2.6%	1.9	23%	0.7%
Cc1cc(/C=C2\C(=N)N3C(SCc4ccccc4)=NSC3=NC2=O)c(C)n1Cc1ccccc1	5%	-0.4%	-12%	0.52	881	5%	-0.7%	1.1	8%	7.9%
N#CC(C#N)=Cc1cnc(N2CCN(c3ccccc3)CC2)s1	.	-0.1%	8%	.	.	.	.	.	-13%	0.1%
Cn1c(=O)c2c(nc(N3CCCC3)n2CC(O)CO)n(C)c1=O (stereo not given)	-8%	0.4%	5%	-0.58	949	-12%	-1.3%	1	3%	3.8%
CC(C)C1C2=C(CC(C)(C)CC2=O)ON1c1ccccc1 (stereo not given)	10%	0.4%	-17%	-0.03	1250	10%	.	1.1	12%	5.4%
O=C(c1ccc(Br)o1)N1CCN(c2ccccn2)CC1	16%	-0.2%	-3%	1.3	1165	11%	.	1.1	1%	2.5%
CCOC(=O)c1c(-c2ccc(C)o2)csc1NC(=S)NC(=O)c1ccc(F)cc1	19%	-0.9%	-18%	.	.	10%	-2.6%	0.9	4%	3.9%
CCc1ccc(NC(=O)c2ccccc2Br)cc1	-2%	-0.6%	-5%	2	1220	-1%	.	1.1	12%	2.7%
N#C/C(=C\c1sc(N2CCOCC2)nc1-c1ccccc1)C(=O)Nc1cccc2ccccc12	13%	0.7%	-14%	2.3	1167	16%	-3.1%	0.8	19%	.

Reprinted from the part before: two entries; new compounds follow.
SMILES	PMI inhibitors	West Nile virus CPE	Salmonella PhoP GFP	Ins promoter up	Ins promoter up cell count	PMI inhibition	ER stress rescue	TNAP activators	Large T inhibition	RSV CPE inhibition
CCc1ccc(NC(=O)c2ccccc2Br)cc1	-2%	-0.6%	-5%	2	1220	-1%	.	1.1	12%	2.7%
N#C/C(=C\c1sc(N2CCOCC2)nc1-c1ccccc1)C(=O)Nc1cccc2ccccc12	13%	0.7%	-14%	2.3	1167	16%	-3.1%	0.8	19%	.
O=C(c1nc2ncccn2n1)N1CCN(c2ccc(F)cc2)CC1	15%	-0.2%	10%	1.7	1310	15%	-2.4%	1	0%	0.3%
O=C(CCNC(=O)C1CCN(S(=O)(=O)c2ccccc2)CC1)NCc1ccc(Cl)cc1	.	-0.6%	-6%	.	.	.	.	.	2%	1.0%
CCn1nc(C)c(/C=N/NC(=O)Cc2ccc(Cl)cc2)c1C	-6%	-0.6%	-1%	0.06	1427	-2%	-0.7%	1.1	4%	0.5%
Cc1cc(Cl)ccc1C(=O)C1CCCN(C(=O)CCN2CCCO2)C1 (stereo not given)	3%	-1.1%	1%	0.7	1397	-7%	1.5%	1	25%	2.4%
Cc1ccccc1-c1nnc(-c2ccc(Br)cc2)o1	3%	-0.3%	6%	0.63	1196	-1%	-0.1%	1.1	1%	4.3%
Oc1ccccc1CN1CCN(C(c2ccccc2)c2ccccc2)CC1	.	-1.1%	9%	.	.	.	.	.	1%	3.6%
CC1CCN(C(=O)CCNC(=O)c2ccccc2Cl)CC1	.	-0.3%	-3%	.	.	.	.	.	5%	0.9%
CC(C)C1CC(C(F)(F)F)n2nc(C(=O)O)cc2N1 (stereo not given)	12%	0.8%	4%	0.52	1380	13%	-0.1%	1.1	22%	3.3%
COC(=O)c1c(NC(=O)c2ccc(OC(C)C)cc2)sc2c1CC(C)(C)NC2(C)C	8%	.	-2%	0.46	1392	0%	-4.2%	1	-10%	?
COc1ccc(C2=NOC(C(=O)NCc3cccnc3)C2)cc1 (stereo not given)	.	-0.3%	-6%	.	.	.	.	.	26%	6.5%
O=C(N/N=C/C(Cl)=C/c1ccc([N+](=O)[O-])cc1)C(=O)Nc1cccc(C(=O)O)c1	.	-0.2%	1%	0.7	1460	.	.	.	25%	2.4%
C/C(=N\Nc1ncc(Cl)cc1Cl)c1cccs1	-1%	0.8%	-9%	-0.22	1361	8%	-2.2%	1.5	6%	3.0%
COc1ccccc1NC(=O)C1=C(C)NC(=O)NC1c1cccc(OC)c1OC (stereo not given)	-12%	-0.3%	0%	-0.34	865	-8%	-0.3%	1.2	5%	-0.8%

Outcome played no part in choosing rows. About 1.5% of those tested had a hit in this group.
